Screening data (PubChem)
CCT chaperon mod = changes cytosolic chaperonin activity | purified chaperonin ATPase assay, HTRF ADP detection, 30 min | activity change, % (concentration not given with the values), hits read low | 360,000 tested, 0.3% active; in the data active = activity change below about -30%; also: % is scaled to controls: 0 for no effect and ±100 for the full control effect
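Nucleotide hydrolysis assay: TRiC at 20–40 nM final (set by batch activity) with 10 uM ATP, 30 min at 37 °C, in presence of 76 uM compound. Detection by competitive ADP HTRF, 30 min ambient.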
Akt phos inh = inhibitors of Akt phosphorylation; Neuro2A IGF-stimulated pAkt S473 HTRF, 20 min; hits give low values; activity change, % for hits at 50 µM; 360,000 tested, 0.32% active; AID 651550; in the data active = activity change below about -80%; inconclusive = mostly about -51% to -80%; also: % is scaled to controls: 0 for no effect and ±100 for the full control effect
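Single-point screen (50 µM final compound) in Neuro2A cells stimulated 20 min with 6 nM IGF at 37 deg C. After lysis, Ser473-phosphorylated Akt read by HTRF (ex 330 nm, em 615/665 nm) as the 665/615 ratio.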
A549 viability = counter-screen for Nrf2 inhibitors: cytotoxicity in A549 cells; A549 ARE-Fluc cells, CellTiter-Fluor viability, 18-24 h; Potency, µM (series often up to 46 µM), for the others: at the top dose activity change, negative = cytotoxicity, actives largely listed as inhibitors; 390,000 tested, 0.16% active; AID 504648; also: potency is read from the fitted curve at half-maximal effect; % is scaled to controls: 0 for no effect and ±100 for the full control effect
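A549 ARE-Fluc cells in 5% FBS OPTI-MEM, 5000 cells/well, rested 2 h then exposed to compounds in concentration-response for 18-24 h at 37 °C. Viability by CellTiter-Fluor fluorescence (Ex 405/Em 525) after 30 min; luciferase luminescence (BugLite, 15 min, RT) read afterwards.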
S2 tox = reduces viability in counter-screen for ATXN expression inhibitors; Potency, µM (doses to about 56.7 µM), usual class: cytotoxic; 400,000 tested, 0.49% active; S2 cells (HEK-293 line with an ATXN2-luciferase reporter) viability, CellTiter-Fluor protease fluorescence, 24 h; also: potency is read from the fitted curve at half-maximal effect; nearly all actives have a fitted effect of over 40% in size
Mm-Cpn inhibitor = M. maripaludis TRiC chaperonin inhibition. purified Mm-Cpn ATPase, ADP Transcreener TR-FRET. Potency, µM (series often up to 76.9 µM), inactives show at the highest dose activity, negative = inhibition, most hits filed as inhibitors. 330,000 tested, 0.031% active; also: potency is read from the fitted curve at half-maximal effect; % is scaled to controls: 0 for no effect and ±100 for the full control effect; nearly all actives have a fitted effect of over 80% in size
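TR-FRET (320 nm excitation; 590 and 665 nm emission) reports ADP made from 10 uM ATP by 25 nM enzyme; compounds were preincubated 10 min, reaction run 30 min, both at 37°C.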
Nrf2 inh = Nrf2 pathway inhibition; A549 ARE-Fluc reporter, luciferase luminescence, 18-24 h; AID 504444; 360,000 tested, 2.1% active; Potency, µM (highest dose often 46 µM), without a hit: at the highest dose activity change, negative = inhibition, most hits filed as inhibitors; also: potency is read from the fitted curve at half-maximal effect; % is scaled to controls: 0 for no effect and ±100 for the full control effect; nearly all actives have a fitted effect of over 60% in size
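Nrf2 activity is the BugLite luminescence, read 15 min after reagent at room temperature, following CellTiter-Fluor cytotoxicity readout (30 min, 37C). Compound titrations were applied for 18-24 h to 5000 A549 ARE_Fluc cells/well in 5% FBS OPTI-MEM.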
TGFb SMAD3 inh = TGF-b pathway inhibition | AID 588855 | HepG2 CAGA-GFP TGF-b/SMAD3 reporter, GFP fluorescence, 18 h; TGF-beta stimulated, 500 pg/mL final | 410,000 tested, 1.2% active | Potency, µM (top dose mostly 46.1 µM), for inactives: at the top dose activity, negative = inhibition, hits mostly inhibitors; also: potency is read from the fitted curve at half-maximal effect; % is scaled to controls: 0 for no effect and ±100 for the full control effect; nearly all actives have a fitted effect of over 65% in size
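HEPG2 CAGA-GFP reporter cells (1000/well, DMEM with 1% FBS) received compounds, then recombinant TGF-beta at 500 pg/mL final for 18 hours at 37 degrees C. Per-cell GFP summed per well was normalised to unstimulated and stimulated DMSO controls before curve fitting.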
Nrf2 ARE act = activators of Nrf2 (ARE) signaling | AREc32 ARE-luciferase reporter (MCF7-derived line), luminescence, 24 h | 410,000 tested, 0.31% active | Potency, µM (titrated, usually from 46.1 µM), for inactives: at the top dose activation, most hits filed as activators; also: potency is read from the fitted curve at half-maximal effect; % of control where 0% means no effect; nearly all actives have a fitted effect of over 65% in size
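Luciferase luminescence (Steady-Glo, 30 min at room temperature) served as the read-out of ARE activation in AREc32 cells treated with compounds for 24 hr at 37 deg C.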
HepG2 viability = counter-screen for TGF-b inhibitors: cytotoxicity in HepG2 cells; HepG2 CAGA-GFP viability, ATP luminescence, 18 h; Potency, µM (highest dose often 46.1 µM), for the others: at the highest dose activity change, negative = cytotoxicity, hits mostly cytotoxic; 410,000 tested, 0.76% active; AID 588856; also: potency is read from the fitted curve at half-maximal effect; some results filed as inactive show a strong effect at the top dose
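HepG2 CAGA-GFP cells (1000/well, DMEM with 1% FBS) received compound, then TGF-beta at 500 pg/mL final, and were incubated 18 hours at 37 degrees C. Viability was read by CellTiter-Glo luminescence. Media-only wells were set as complete cell-killing and DMSO as no toxicity.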
The depositor's hits bear a star; i = inactive; ? = inconclusive; nt = not tested or not shown; [ ] = remark or other dose. Unless noted, calls follow the shape of the dose curve; as a rule, active = well fitted curve in the direction sought with a large enough effect; inconclusive = small, poorly fitted or top-dose-only effect, or another doubt; inactive = no such curve, though single readings can be large; an effect the other way counts as inactive or inconclusive.

The opening three records (preview)
SMILES	CCT chaperon mod	Akt phos inh	A549 viability	S2 tox	Mm-Cpn inhibitor	Nrf2 inh	TGFb SMAD3 inh	Nrf2 ARE act	HepG2 viability
Cc1ccc(C)c(N2CCN(C(=O)c3ccc(N4CCOCC4)c([N+](=O)[O-])c3)CC2)c1	0.2	i	-3%	i	0%	-21%	-22%	0.9%	-38%
Cc1ccc(S(=O)(=O)N/N=C\c2cccnc2)cc1	0.2	i	-4%	i	0%	3%	10%	-0.7%	-1%
S=C(NCc1ccccc1)NNc1nc2ccccc2[nH]1	0.5	i	12%	i	-2%	?	-24%	17%	-17%

This part in full, from the start:
SMILES	CCT chaperon mod	Akt phos inh	A549 viability	S2 tox	Mm-Cpn inhibitor	Nrf2 inh	TGFb SMAD3 inh	Nrf2 ARE act	HepG2 viability
Cc1ccc(C)c(N2CCN(C(=O)c3ccc(N4CCOCC4)c([N+](=O)[O-])c3)CC2)c1	0.2	i	-3%	i	0%	-21%	-22%	0.9%	-38%
Cc1ccc(S(=O)(=O)N/N=C\c2cccnc2)cc1	0.2	i	-4%	i	0%	3%	10%	-0.7%	-1%
S=C(NCc1ccccc1)NNc1nc2ccccc2[nH]1	0.5	i	12%	i	-2%	?	-24%	17%	-17%
CCSc1nc(O)c(Cc2ccccc2)c(=O)[nH]1	-0.7	i	4%	i	-2%	-13%	-17%	-0.7%	5%
O=C1CCc2cc(S(=O)(=O)NCc3ccc(F)cc3)cc3c2N1CCC3	0.7	i	2%	i	-1%	-13%	-7%	3.1%	-6%
COc1cccc(CNC(=O)C2(c3cccs3)CCOCC2)c1	nt	nt	2%	i	nt	nt	-1%	0.5%	-2%
CC(C)C1OC2(C)OC(=N)C1(C#N)C(C#N)(C#N)C2c1ccccc1 (stereo unspecified)	2.0	i	0%	nt	-2%	-6%	5%	2.7%	1%
CCC(C)C(N)C(=O)N1CCCC1C(=O)NC(C(=O)O)C(C)CC (stereo unspecified)	2.3	i	-6%	i	nt	-2%	-10%	-0.6%	-2%
Cc1nc(N2N=C3/C(=C/c4ccc(F)cc4)CCCC3C2c2ccc(F)cc2)sc1C(=O)N(C)C (stereo unspecified)	-0.2	i	11%	nt	-2%	?	13µM*	2.0%	-15%
CCC(=O)N1CCc2cc(Br)cc(S(=O)(=O)N3CCCC(C(=O)O)C3)c21 (stereo unspecified)	-0.7	i	2%	i	3%	0%	10%	0.3%	21%
CS(=O)(=O)c1ccc(-c2cnc3c(NC=O)cc(-c4ccsc4)cn23)cc1	-1.1	i	nt	i	nt	nt	-2%	12%	-12%
O=C(/C=C/c1ccco1)Nc1ccc(Cl)c(S(=O)(=O)N2CCOCC2)c1	0.0	i	-1%	i	-2%	?	?	?	-11%
COc1ccc(OC)c(C=NNC(=O)c2ccc(NS(=O)(=O)c3cccs3)cc2)c1	2.4	i	-2%	i	-2%	-2%	22%	2.0%	2%
Cc1coc2cc3oc(=O)c(CCC(=O)N4C[C@H]5C[C@@H](C4)c4cccc(=O)n4C5)c(C)c3cc12	0.5	i	4%	i	-1%	-3%	1%	-0.5%	1%
CC(NC(=O)c1cccc(S(=O)(=O)N2CCCCCC2)c1)c1ccccc1 (stereo unspecified)	-1.4	i	9%	i	0%	4%	-10%	-0.3%	-19%
CC(C)(C)c1ccc(C(=O)OC/C(O)=C(\C#N)c2nc3ccccc3s2)cc1	2.5	i	0%	i	-1%	5%	-27%	-0.4%	1%
COc1ccc(S(=O)(=O)Nc2cccc3c2O[C@H](CN(C)C(=O)Nc2ccccc2)[C@@H](C)CN([C@H](C)CO)C3=O)cc1	0.2	i	2%	i	1%	-4%	-5%	0.4%	5%
CCOC(=O)Cc1c(C)nc2c(-c3ccc(Cl)cc3)c(C(F)(F)F)nn2c1C	nt	nt	9%	i	nt	5%	-10%	0.0%	-15%
Cc1nc2sc(C(c3ccc(Cl)cc3)N3CCN(C(=O)c4ccco4)CC3)c(O)n2n1 (stereo unspecified)	0.8	i	1%	i	-1%	-7%	-10%	-0.9%	-28%
Nc1nc(SCc2ccc(Cl)cc2Cl)c2ncn(C3OC(CO)C(O)C3O)c2n1 (stereo unspecified)	-3.9	i	-7%	i	nt	-13%	-6%	4.1%	3%
Cn1nnc2c(N3CCN(c4ccccc4F)CC3)ncnc21	nt	nt	2%	nt	nt	nt	28%	-1.1%	-6%
Cc1ccc(Cl)cc1NC(=O)Cc1ccc(-n2c(C)nc3cccnc32)cc1	nt	nt	-18%	nt	nt	?	0%	5.3%	-13%
Cc1cc(C)cc(NC(=S)NCc2ccc(S(N)(=O)=O)cc2)c1	-1.7	i	-1%	?	0%	2%	-1%	0.0%	-1%
Cn1c(=O)c2c(nc(SCCN3CCCCC3)n2Cc2ccc(Cl)cc2)n(C)c1=O	-2.5	i	10%	i	-11%	0%	13%	3.0%	-19%
C=CCNC(=O)c1ccc(-c2nc(-c3ccccc3)cs2)cc1	-3.3	nt	-14%	nt	-3%	-7%	-6%	0.4%	-51%
COc1ccc(-c2cc(C(=O)N/N=C(\C)c3cccnc3)c3ccccc3n2)cc1	0.6	i	13%	i	0%	5%	5%	-0.3%	7%
COCc1cc(C)nc(SCC(=O)Nc2ccc(N3CCOCC3)cc2)c1C#N	0.5	i	-7%	?	-1%	-13%	-1%	0.4%	6%
CCOC(=O)C1(C)CCCCN1C(=O)c1cccc(Cl)c1 (stereo unspecified)	-0.1	i	nt	i	nt	nt	9%	0.0%	9%
CCC(C)c1ccc(OCc2ccc(C(=O)O)o2)cc1 (stereo unspecified)	0.7	i	0%	i	-3%	?	5%	-2.2%	0%
CCCn1ncc(CN2CCC(C(=O)Nc3cccc(-c4cccc(F)c4)c3)CC2)c1C	0.1	i	?	i	-6%	?	?	9.8%	18µM*
CC(C)Sc1nc(C(F)(F)F)cc(=O)n1-c1ccccc1	-0.1	i	1%	i	-10%	2%	-11%	-0.2%	-2%
O=C(OCc1ccc(Br)cc1)c1ccncc1	-7.1	i	11%	i	-2%	2%	-1%	-0.4%	-8%
CCc1ccc(NC(=O)CCCn2nc(C)c3c(C)n(-c4ccccc4)nc3c2=O)cc1	nt	nt	-5%	nt	nt	23%	?	-0.1%	-6%
CCCNC1=C(N(C(C)=O)c2cccc(F)c2)C(=O)c2ccccc2C1=O	0.3	i	?	nt	0%	?	?	-3.1%	7.9µM*
COn1c(SC(C)C)nc2ccccc2c1=O	-0.9	i	0%	i	-19%	-11%	1%	-0.7%	-22%
Cc1cccc(OCC(=O)NCCCNC(=O)c2ccco2)c1	-0.3	i	4%	i	-2%	-7%	-18%	0.0%	0%
CCOc1cc(C2c3c(-c4ccccc4)n[nH]c3C(=O)N2c2ccc(C(=O)O)cc2)ccc1O (stereo unspecified)	-0.6	i	-2%	?	1%	?	4%	-0.1%	0%
Cc1c(NS(=O)(=O)c2cccc(C(=O)NC(C)c3ccccc3)c2)c(=O)n(-c2ccccc2)n1C (stereo unspecified)	-3.3	i	1%	i	nt	5%	4%	-0.6%	-5%
CC(=O)Nc1cccc(NC(=O)c2cc([N+](=O)[O-])ccc2N2CCCCC2)c1	-0.3	i	-9%	i	-1%	?	1%	0.6%	-17%
Cn1nnc2cc(C(=O)N3CCSCC3)ccc21	-0.8	i	-3%	i	0%	5%	1%	-0.4%	-1%
Cc1cc(C)c(NC(=O)Cn2c(=O)n(CC(=O)NCc3ccccc3Cl)c(=O)c3sccc32)c(C)c1	nt	nt	-3%	i	nt	17%	-6%	0.0%	3%
O=C(O)CN(Cc1ccco1)S(=O)(=O)c1ccc(F)cc1	2.9	i	10%	i	1%	10%	-12%	-0.4%	6%
Cc1ccnc(NCc2cc(Cl)cc(Cl)c2O)c1	3.0	i	nt	?	nt	nt	-2%	1.6%	-25%
O=C(Cc1ccccc1)Nc1ccnn1C1CCN(Cc2ccc(CO)o2)CC1	-1.8	i	-12%	i	1%	-17%	-4%	0.4%	4%
Cc1ccccc1-n1ncc2c1CC(C)(C)CC2NC(=O)CCn1cncn1 (stereo unspecified)	-1.3	i	2%	i	-2%	2%	?	3.5%	-1%
CN(Cc1ccccc1)S(=O)(=O)c1ccc(Cl)c(C(=O)NCc2cccnc2)c1	-4.5	i	-4%	i	1%	-24%	-29%	0.0%	-21%
CCOC(=O)c1cc2c(=O)c3ccccc3oc2nc1C	-1.9	i	3%	i	0%	?	-15%	?	-31%
CCCc1ncc(C(O)c2cccc(OC)c2OC)n1C (stereo unspecified)	-0.7	i	5%	i	1%	0%	9%	-0.8%	-2%
O=C(NCc1ccco1)C1CCCN(S(=O)(=O)c2ccc(Br)cc2)C1 (stereo unspecified)	-4.3	i	7%	i	0%	-5%	42%[activator]	-0.2%	3%
CCOC(CNC(=O)c1cccn2c(=O)c3c(C)c(C)sc3nc12)OCC	-1.4	i	-5%	i	1%	0%	-18%	-0.4%	-29%
Next entries follow:
SMILES	CCT chaperon mod	Akt phos inh	A549 viability	S2 tox	Mm-Cpn inhibitor	Nrf2 inh	TGFb SMAD3 inh	Nrf2 ARE act	HepG2 viability
CC(=O)NC(Cc1ccccc1)C(=O)OCC(=O)c1ccc(Br)cc1 (stereo unspecified)	2.3	i	9%	i	0%	8%	-11%	0.0%	0%
COc1ccc(CNc2nc3c(c(=O)n(C)c(=O)n3C)n2Cc2ccccc2Cl)cc1	nt	nt	-2%	i	nt	6%	0%	0.1%	-40%
O=C(NNC(=O)c1c(O)c2ccccc2[nH]c1=O)c1ccccc1Br	3.1	i	0%	i	?	-15%	-7%	-0.5%	-38%
CC(c1ccccc1)n1c(SCC(=O)N2CC(=O)Nc3ccccc32)nc2ccccc2c1=O (stereo unspecified)	-2.8	i	-17%	?	-5%	16µM*	?	0.3%[9.22 µM]	1%
